MEX-5 binding – C. elegans MEX-5 TCR-2 RNA binding activity | Q9XUB2 | MEX-5/FITC-TCR2 RNA binding, fluorescence polarization; stronger effect = lower value | activity score (negative = inhibition of binding), % at 10 µM | 0.38% of 300,000 active | AID 1832;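 active = inhibition past about -25% in most replicates, and total fluorescence under double the plate's negative control median, limit read from the data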;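 also: 0% = DMSO and -100% = 5 µM competing unlabeled TCR2 RNA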
Target sequence (Q9XUB2 whole entry, looked up): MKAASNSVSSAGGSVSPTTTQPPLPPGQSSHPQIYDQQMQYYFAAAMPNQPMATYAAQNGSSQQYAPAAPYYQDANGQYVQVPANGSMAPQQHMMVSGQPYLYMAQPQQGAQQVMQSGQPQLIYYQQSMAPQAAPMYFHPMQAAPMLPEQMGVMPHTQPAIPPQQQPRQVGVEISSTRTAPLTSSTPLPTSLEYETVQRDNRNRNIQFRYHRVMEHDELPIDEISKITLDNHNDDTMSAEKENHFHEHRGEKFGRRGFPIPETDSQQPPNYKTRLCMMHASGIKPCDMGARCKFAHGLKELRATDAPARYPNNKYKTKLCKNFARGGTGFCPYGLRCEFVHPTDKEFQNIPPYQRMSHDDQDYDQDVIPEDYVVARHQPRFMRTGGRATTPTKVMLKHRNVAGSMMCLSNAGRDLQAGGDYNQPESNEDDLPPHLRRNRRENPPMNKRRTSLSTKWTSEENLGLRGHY
* marks the source's active call; other numbers are inactive results. Some of the compounds tested. The share of hits here may be higher or lower than overall.

SMILES	MEX-5 binding
S=c1[nH]nc(CSCc2ccccc2Cl)n1C1CCCCC1	1.4
COc1ccc(C(CCN(Cc2ccc(OC)c(OC)c2)C(C)=O)C(C)C)cc1 (stereo not given)	-0.7
O=C(NCc1cccc(F)c1)c1cccc(OC2CCN(C(=O)C3CC3)CC2)c1	2.2
CCC(C(=O)OCC(=O)Nc1ccc(SC(F)F)cc1)c1ccccc1 (stereo not given)	0.2
CC(Cc1ccccn1)NC(=O)c1ccc(OC2CCN(CCc3ccccc3)CC2)cc1 (stereo not given)	2.2
O=C(CSc1nnc2ccc(-c3cccnc3)nn12)Nc1cccc(F)c1	-1.9
COc1ccc(C(O)(CCC(C)C)C(CN2CCOCC2)c2ccccc2)cc1 (stereo not given)	2.8
Cc1ccn2c(C(=O)N/N=C/c3ccc(Cl)cc3)c(C)nc2c1	1.1
CCC/C(C)=C/c1ccc(CC)cn1	2.0
COc1ccc(C)cc1N(C(=O)c1snc(C(N)=O)c1N)C(C(=O)NC1CCCCC1)c1ccc(C)o1 (stereo not given)	1.9
O=C(CCc1ccccc1)NC(c1cccs1)c1cc(Cl)c2cccnc2c1O (stereo not given)	1.8
CC(NC(=O)CN1CCN(c2ccccc2F)CC1)c1ccccc1 (stereo not given)	-0.9
CN1C=CC(=C2C(=O)c3ccccc3C2=O)C=C1	2.1
CN1CCN(C2CCN(S(=O)(=O)c3ccc(C(C)(C)C)cc3)CC2)CC1	-1.2
Cc1ccc2[nH]c3c(NCCN4CCOCC4)ncnc3c2c1	-0.6
CCOC(=O)C1CCN(Cc2nc3ccccc3c(=O)n2-c2ccc(OCC)cc2)CC1	3.3
CCCCn1c(SCc2cc(=O)[nH]c3ccccc23)nc2c1c(=O)n(C)c(=O)n2C	-1.7
N#C/C(=C/c1cccn1-c1cccc(C(=O)O)c1)c1ccc(F)cc1	-2.1
CCCOc1ccc(/C(O)=C2/C(=O)C(=O)N(CCN(C)C)C2c2ccc(O)c(OC)c2)cc1 (stereo not given)	-1.9
CCOCCCNC(c1ccccc1)c1ccncc1 (stereo not given)	0.1
Cc1ccc(CSCc2nc3ccccc3[nH]2)cc1	-7.7
CCOC(=O)C1=C(c2ccccc2)NC(=O)NC1c1ccsc1 (stereo not given)	0.1
Nc1nc(N)c2[nH]c(-c3ccccc3)nc2n1	1.2
CCCCCOc1ccc(C(O)C(CN2CCOCC2)c2ccccc2)cc1 (stereo not given)	-2.1
CCc1ccc(CN(C)C(C)C(=O)NCc2ccccc2)cc1 (stereo not given)	2.4
COc1ccc(C(=O)Nc2ccc(C(=O)O)cc2NC(=O)c2ccc(OC)cc2)cc1	4.1
CN(C)c1nc2c(N)ncnc2n1[C@H]1O[C@@H](CO)[C@H](O)[C@@H]1O	-0.1
COc1ccccc1Oc1ccc2c(c1)C(=O)N(c1cccc3ncccc13)C2=O	-0.9
CCOC(=O)c1ccc(NC(=O)c2cnccn2)cc1	0.6
COc1ccc(S(=O)(=O)/C(C#N)=C/Nc2ccc(NC(C)=O)cc2)cc1	-1.4

Laid out differently: 2 of the compounds above.
Compound: CCCCCOc1ccc(C(O)C(CN2CCOCC2)c2ccccc2)cc1 (stereo not given)
  MEX-5 binding: -2.1
Compound: CCc1ccc(CN(C)C(C)C(=O)NCc2ccccc2)cc1 (stereo not given)
  MEX-5 binding: 2.4

3 entries from above, as labelled records:
SMILES: CCOC(=O)c1ccc(NC(=O)c2cnccn2)cc1
  MEX-5 binding: 0.6
SMILES: CCOCCCNC(c1ccccc1)c1ccncc1 (stereo not given)
  MEX-5 binding: 0.1
SMILES: COc1ccc(C(=O)Nc2ccc(C(=O)O)cc2NC(=O)c2ccc(OC)cc2)cc1
  MEX-5 binding: 4.1

Continuation.
SMILES	MEX-5 binding
COc1ccc(CNC(=O)CN(CC2CCCO2)C(=O)CNS(=O)(=O)c2ccc(F)cc2)cc1 (stereo not given)	3.4
O=C(C1=C(c2ccccc2)C(=O)c2ccccc2C1=O)c1ccccc1	-2.2
Cc1c(N=Nc2ccc(N(C)C)cc2)c(=O)n(-c2ccccc2)n1C	15
COCCn1nnnc1C(CC(C)C)N1CCN(C(=O)c2ccco2)CC1 (stereo not given)	-1.9
CC(Nc1c[nH]c(=O)[nH]c1=O)c1ccccc1 (stereo not given)	1.2
Cc1ccc(/C=C2/SC(=S)N(CCC(=O)N3CCN(c4ccccc4)CC3)C2=O)cc1	1.3
C[C@H](NC(=O)C(c1ccccc1)c1ccccc1)c1ccccc1	-0.6
c1ccc(CN2CCN(C3=Nc4cccc5cccc3c45)CC2)cc1	-7.3
CCN(CC)c1ccc(/C=C2/SC(=O)N(C(C)C)C2=O)o1	17
CC(=O)NC(=S)Nc1sc2c(c1C#N)CCCCC2	1.0
Cc1ccc(C(=O)N/C(=C\c2cn(S(=O)(=O)N(C)C)c3ccccc23)C(=O)NCCN2CCOCC2)cc1	-0.7
Nc1cccnc1Sc1ccc([N+](=O)[O-])cn1	0.0
Cn1c(=O)cc(N)n(-c2ccccc2)c1=O	1.7
CCCCc1ccc(NC(=S)N2CCN(C(=O)c3ccco3)CC2)cc1	-0.3
COc1ccc(C(=O)N/C(=C/c2ccc(Cl)cc2)C(=O)Nc2ccc(C(=O)O)cc2)cc1	0.7
O=C(NCC1CC1)Nc1cccc(C(F)(F)F)c1	3.5
C/C(=N\NC(=O)c1cccc2ccccc12)c1ccccn1	1.4
CCCCC(O)(c1ccccc1)C(CN1CCOCC1)c1ccccc1 (stereo not given)	2.0
O=C(NCc1ccco1)Nc1cccc([N+](=O)[O-])c1	-1.3
Cc1ccc(C(=O)n2c(=S)nc3ccccn32)cc1	-0.2
O=C(CCl)N(c1ccccc1)c1ccccc1	-8.1
COCC(C)n1c(SCc2ccc(OC)c(F)c2)nc2ccccc2c1=O (stereo not given)	-2.2
CCCc1nnc(NC(=O)C23CC4CC(CC(C4)C2)C3)s1	-0.3
CC(C)(C)OC(=O)C(Cl)(C(=O)OC(C)(C)C)c1ccc2nnnn2n1	2.1
O=C(CN1CCN(Cc2ccc3c(c2)OCO3)CC1)N1CCc2[nH]c3ccccc3c2C1	-1.8
CCCC(=O)N1CCN(c2ccc(NC(=O)c3ccc([N+](=O)[O-])o3)cc2Cl)CC1	-0.7
Cc1ccc(-n2nnnc2CCl)cc1	-1.1
CC(=O)Nc1ccc(N2C(=O)C3C4C=CC(CC4)C3C2=O)cc1 (stereo not given)	-0.1
C/C(=N\NC(=O)c1ccc(C)cc1)c1c(C)[nH]n(-c2ccccc2)c1=O	-1.2
CC(C)Cc1ccc(CN2CCCC(NC(=O)c3nn(C)c(=O)c4ccccc34)C2)cc1 (stereo not given)	-0.2
CCCC(c1nnnn1Cc1ccc(OC)cc1)N1CCN(c2ccccc2)CC1 (stereo not given)	0.8
CCc1c(C(=O)Nc2cc(C(=O)OC)ccc2C)csc1C	-0.2
Cc1ccc(S(=O)(=O)c2c(C)cc(C)nc2N2CCCCC2)cc1	-0.9
CCOc1ccc(NC(=O)CN(C)C(=O)c2ccncc2)cc1OCC	-2.0
C/C(=N\NC(=O)Cc1c(Cl)cccc1Cl)c1cccnc1	0.2
Brc1cccc(CN2CCCCCC2)c1	0.1
COc1ccc(CC(C)Nc2cccc(SC)c2)cc1 (stereo not given)	0.2
CCOc1ccc(C(=O)Nc2ccc(CN3CCOCC3)cc2)cc1Cl	-1.6
Cc1nc2cc(-c3ccc(Br)cc3)[nH]n2c(=O)c1Cl	0.6
CCOc1ccc(CN(C)C(=O)Cc2c[nH]c3ccccc23)cc1	1.5
COc1ccccc1NC(=O)CSc1nnc(C)s1	-1.3
COc1ccc(C)cc1-n1c(=O)c2ccccc2c2ccccc2c1=O	-1.2
CCCCn1nnnc1NCc1ccc(C)cc1	1.1
COc1cccc(/C=N/NC(=O)c2cccc3ccccc23)c1	-1.2
O=C(Cc1ccccc1F)Nc1ccccc1N1CCCC1	0.8
O=C(Nc1ccccc1)Nc1cc(OCC(F)(F)F)cc(OCC(F)(F)F)c1	1.0
CCOc1ccc(-n2cc(C(=O)Nc3ccc(Cl)cn3)c3cc(OC)c(OC)cc3c2=O)cc1	-2.3
Cc1nn(-c2ccccc2)c(C)c1/C=N/NC(=O)c1ccccc1O	3.4
COc1cccc2c1O/C(=N\O)C(C(=O)Nc1cccc(Br)c1)C2 (stereo not given)	0.8
COCCN1CCN(C(=O)C2CCC(=O)N(Cc3cccc(C(F)(F)F)c3)C2)CC1 (stereo not given)	-1.3
COc1cccc(N2CC(O)Cn3c2nc2c3c(=O)[nH]c(=O)n2C)c1 (stereo not given)	1.4
COc1ccc(CCC(=O)NNC(=O)Nc2cc(Cl)ccc2C)cc1	-3.9
COC(=O)c1c(-c2ccc(C)cc2)csc1NC(=O)Cc1ccc(OC)c(OC)c1	4.3
CCc1ccc(C(C)NC(=O)C2CCCO2)cc1 (stereo not given)	-2.3
C=CCC(O)(CC=C)CNC(=O)c1ccc(OC)c(OC2CCN(C(C)=O)CC2)c1	1.6
CC(C)c1nnc(N2C(=O)C(O)=C(C(=O)c3cccs3)C2c2ccccc2)s1 (stereo not given)	-66*
C=CCNC(=S)N/N=C/c1ccc(C(C)(C)C)cc1	-0.7
Cc1nc(NC(=O)c2ccccc2)sc1C1(C)CC(c2c(Cl)cccc2Cl)=NO1 (stereo not given)	0.4
Cc1ccc(OCCn2cc(/C=C/C(=O)O)c3ccccc32)cc1	-1.1
CCc1ccc(C(C)NC(=S)NC2CCCCC2)cc1 (stereo not given)	3.6

Three compounds from above, arranged by heavy-atom count, lowest first.
SMILES	MEX-5 binding
CCc1ccc(C(C)NC(=O)C2CCCO2)cc1 (stereo not given)	-2.3
COc1ccc(CCC(=O)NNC(=O)Nc2cc(Cl)ccc2C)cc1	-3.9
Cc1nc(NC(=O)c2ccccc2)sc1C1(C)CC(c2c(Cl)cccc2Cl)=NO1 (stereo not given)	0.4

New compounds follow.
SMILES	MEX-5 binding
CC1=NOC(=O)/C1=C\c1ccc(-c2ccc(Cl)cc2Cl)o1	1.8
Cc1nc(C(=O)N2CCCC(C(=O)c3cccc(OC(C)C)c3)C2)cs1 (stereo not given)	4.2
CCN(C(=O)c1ccc(NC(=O)Cc2ccccc2)cc1)c1ccccc1	2.3
CC1CN(C)CCC1OC(=O)c1ccccc1 (stereo not given)	-0.2
CC(c1ccccc1)c1nnc(NC(=O)Nc2ccccc2F)s1 (stereo not given)	0.7
CCOc1ccc(S(=O)(=O)N(CC(=O)NN=C2CCN(C)CC2)c2ccc(C)cc2)cc1	-1.9
O=C(Nc1cccc(-c2cccc(F)c2)c1)C1CCN(Cc2ccco2)CC1	1.2
O=C(O)c1cccc(S(=O)(=O)Nc2ccc3c(c2)CCC3)c1	1.5
COc1cc(CNc2ccc3[nH]c(=O)[nH]c3c2)ccc1OCc1c(F)cccc1Cl	0.8
COc1ccc(/C(O)=C2/C(=O)C(=O)N(c3ccccn3)C2c2ccc(C(C)C)cc2)cc1 (stereo not given)	-8.4
COc1ccc(/C(O)=C2/C(=O)C(=O)N(c3ccccn3)C2c2ccc(OC)cc2)cc1 (stereo not given)	-3.6
COc1cc2c(cc1OC)C(c1ccc(OC)c(OC)c1OC)CC(=O)N2 (stereo not given)	1.7
Cc1oc2ccc(OCc3cccc(Cl)c3)cc2c1C(=O)O	0.3
COc1cc(OC)c(-n2cc(-c3ccc(OC)c(OC)c3)[nH]c2=S)cc1Cl	0.9
CCC(=O)Nc1nnc(C)s1	0.3

Reformatted bar-delimited: part of the list above.
molecule | MEX-5 binding
COc1cc(CNc2ccc3[nH]c(=O)[nH]c3c2)ccc1OCc1c(F)cccc1Cl | 0.8
COc1ccc(/C(O)=C2/C(=O)C(=O)N(c3ccccn3)C2c2ccc(C(C)C)cc2)cc1 (stereo not given) | -8.4
COc1ccc(/C(O)=C2/C(=O)C(=O)N(c3ccccn3)C2c2ccc(OC)cc2)cc1 (stereo not given) | -3.6
COc1cc2c(cc1OC)C(c1ccc(OC)c(OC)c1OC)CC(=O)N2 (stereo not given) | 1.7
Cc1oc2ccc(OCc3cccc(Cl)c3)cc2c1C(=O)O | 0.3

The list goes on:
SMILES	MEX-5 binding
CCOc1ccc(N(CC(=O)NC2CCCC2)C(=O)Cn2nnc(-c3ccc(C)o3)n2)cc1	0.7
COc1ccc(-c2nc(=S)c3ccc4ccccc4c3[nH]2)cc1	1.2
O=C(NCCOc1ccccc1F)C1CCC(=O)N(CC2CCCCC2)C1 (stereo not given)	0.4
O=C(N/N=C/c1ccc(COc2ccc(Br)cc2)o1)c1ccc2c(c1)OCO2	1.3
COc1cccc(N2C(=O)c3cccnc3C2O)c1 (stereo not given)	1.0
Cc1ccccc1Nc1scc(-c2ccc(Cl)cc2)[n+]1-c1ccccc1C	0.8
COC(=O)c1cc(COC(=O)c2ccc(OC)c(S(=O)(=O)N3CCCC3)c2)oc1C	2.2
COC(C[C@@H]1O[C@@H]1C(=O)COCc1ccccc1)OC	-2.2
CCCNC(=O)c1c(O)c2cccc3c2n(c1=O)CCC3	0.4
COc1c(O)cc2c(c1O)C(=O)CC(c1ccccc1)O2 (stereo not given)	-3.8
Cc1ccc(-n2ncc(Br)c(Br)c2=O)cc1	-1.2
O=C(c1ccc(N2C(=O)C3C4CC(C(Br)C4Br)C3C2=O)cc1)N1CCCCC1 (stereo not given)	-0.2
CCCCCCCC(=O)N1CCN(c2cc3c(cc2F)c(=O)c(C(=O)O)cn3CC)CC1	0.1
CNC(=O)c1c(NC(=O)c2ccc3ncsc3c2)sc(C)c1C	-0.8
COc1ccc(C(=O)/C=C/c2ccc(OCc3ccccc3)cc2)cc1CSCC(=O)O	-15
CN(C)c1ccc(-c2nnc(-c3cccnc3)o2)cc1	1.8
CCN1CCc2c(C#N)c(N3CCOCC3)nc(NCc3ccccc3)c2C1	-1.0
CC(=O)COc1c(-c2ccco2)oc2ccccc2c1=O	-8.5
CCOCCCNc1ncnc2c1nc1n2CCCC1	0.4
COc1cc(NS(=O)(=O)c2ccc3[nH]c(=O)[nH]c3c2)cc(OC)c1	0.4
Nc1nc(NCCOCCO)nc(NCc2ccccc2)c1[N+](=O)[O-]	1.9
Cc1cc(=O)n2[nH]cc(-c3ccccc3)c2n1	-3.0
Cc1ccc(NC(=S)NC(=O)Cc2ccccc2)c(O)c1	-0.6

From PubChem BioAssay
